AmpC inh detg: qHTS Inhibitors of AmpC Beta-Lactamase (assay with detergent). 370,000 compounds, 0.041% hits. AmpC hydrolysis of nitrocefin, absorbance 480 nm, 0.01% Triton. P00811. Potency, µM (series often up to 114 µM), for inactives: top-dose activity change, negative = inhibition, actives largely listed as inhibitors;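 further: potency means the concentration at half of the fitted maximal effect; 0% = no-compound wells and -100% = no-enzyme wells; nearly all actives have a fitted effect of over 25% in size; some results filed as inactive show a strong effect at the top dose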
Target sequence (P00811 whole entry, looked up): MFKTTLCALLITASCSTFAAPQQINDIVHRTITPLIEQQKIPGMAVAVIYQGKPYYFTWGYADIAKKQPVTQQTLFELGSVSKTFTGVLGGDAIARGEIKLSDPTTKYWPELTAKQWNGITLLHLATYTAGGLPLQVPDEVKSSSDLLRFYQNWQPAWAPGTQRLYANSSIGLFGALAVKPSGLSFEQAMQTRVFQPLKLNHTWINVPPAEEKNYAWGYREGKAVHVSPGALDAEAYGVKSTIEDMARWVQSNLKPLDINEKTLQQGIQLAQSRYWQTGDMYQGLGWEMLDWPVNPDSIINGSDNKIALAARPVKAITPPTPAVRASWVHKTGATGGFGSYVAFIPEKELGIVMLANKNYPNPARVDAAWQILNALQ
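20 mM phosphate pH 7.0 + 0.01% (detergent screen) or 0.0001% Triton X-100; 5.3 nM AmpC reagent; cpd preinc 15 min RT; nitrocefin (800 uM stock) to start; A480 q20 s × 4 min; Activity was normalised to no-enzyme and no-compound control wells.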
AmpC no deterg: qHTS Inhibitors of AmpC Beta-Lactamase (assay without detergent); P00811; AmpC nitrocefin hydrolysis, absorbance 480 nm, 0.0001% Triton; Potency, µM (highest dose often 57.1 µM), without a hit: at the highest dose activity change, negative = inhibition, actives largely listed as inhibitors; 330,000 compounds, 0.52% hits;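 further: potency means the concentration at half of the fitted maximal effect; plate controls were no compound for no effect and no enzyme for full effect; nearly all actives have a fitted effect of over 20% in size; some results filed as inactive show a strong effect at the top dose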
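20 mM phosphate pH 7.0 + 0.01% (detergent screen) or 0.0001% Triton X-100; 5.3 nM AmpC reagent; cpd preinc 15 min RT; nitrocefin (800 uM stock) to start; A480 q20 s × 4 min; Activity was normalised to no-enzyme and no-compound control wells.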
Sm TGR block: qHTS Assay for the Inhibitors of Schistosoma Mansoni Peroxiredoxins. Schistosoma mansoni thioredoxin glutathione reductase (TGR), Q962Y6. purified TGR, DTNB reduction, TNB absorbance 405 nm. Potency, µM (highest dose often 114 µM), for the others: top-dose activity change, negative = inhibition, actives largely listed as inhibitors. 360,000 compounds, 3% hits. AID 485364, 2010; further: potency means the concentration at half of the fitted maximal effect; nearly all actives have a fitted effect of over 60% in size
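TGR 20 nM + NADPH 100 uM (dispensed conc.), cpd preinc 15 min RT; start with NADPH (500 uM addition) then DTNB (15 mM addition). Kinetic TNB absorbance, 405 nm filter. Four-parameter Hill fit across titration.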
HCMV inh: qHTS Assay for inhibitors of the human cytomegalovirus (HCMV); HFF cells, HCMV-luciferase reporter, 72 h; hits give low values; 410,000 compounds, 4.5% hits; activity change, negative = inhibition, % at 57.5 µM; in the data active means activity change below about -60%; inconclusive means no clear call, values can overlap the other calls; inactive means above about -39%
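Screen run at 2 compound doses on HFFs infected with reporter HCMV, MOI 1 PFU/cell. Luciferase activity from cell lysates at 72 h post infection gave inhibition relative to buffer-only and Salinomycin wells.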
LmPK inhibitor: qHTS Assay for Inhibitors of Leishmania Mexicana Pyruvate Kinase (LmPK); Q27686; purified LmPK, Kinase-Glo ATP luminescence, 1 h; Potency, µM (series often up to 57.5 µM), for the others: top-dose activity change, negative = inhibition, most hits filed as inhibitors; 290,000 compounds, 0.37% hits; AID 1721, 2009; further: potency means the concentration at half of the fitted maximal effect
Target sequence (Q27686 whole entry, looked up): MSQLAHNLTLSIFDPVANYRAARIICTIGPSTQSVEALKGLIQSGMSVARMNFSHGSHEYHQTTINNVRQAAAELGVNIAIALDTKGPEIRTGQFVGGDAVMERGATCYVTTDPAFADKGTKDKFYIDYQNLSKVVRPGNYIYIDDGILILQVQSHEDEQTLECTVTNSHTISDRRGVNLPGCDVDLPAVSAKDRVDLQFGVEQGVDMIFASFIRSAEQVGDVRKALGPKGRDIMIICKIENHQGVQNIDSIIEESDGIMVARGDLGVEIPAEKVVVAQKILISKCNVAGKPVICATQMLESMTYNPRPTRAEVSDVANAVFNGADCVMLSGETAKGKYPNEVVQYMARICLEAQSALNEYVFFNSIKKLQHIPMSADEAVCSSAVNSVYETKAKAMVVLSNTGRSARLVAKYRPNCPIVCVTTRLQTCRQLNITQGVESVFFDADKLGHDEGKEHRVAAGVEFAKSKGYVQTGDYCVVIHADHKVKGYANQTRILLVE
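Screened at intermediate enzyme activity to detect both inhibitors and activators: LmPK at 0.1 nM, with a 0.5 nM enzyme column as activation reference. PEP 0.5 mM, ADP 0.1 mM; ATP detected by luminescence after 1 h.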
TbPYK inhibitor: qHTS of Trypanosoma Brucei Inhibitors; pyruvate kinase (Trypanosoma brucei), Q57TT1; TbPYK enzyme, Kinase-Glo Plus ATP luminescence, 45 min; Potency, µM (series often up to 76.8 µM), for inactives: top-dose activity, negative = inhibition, most hits filed as inhibitors; 410,000 compounds, 0.12% hits; AID 624173, 2012; further: potency means the concentration at half of the fitted maximal effect; nearly all actives have a fitted effect of over 50% in size
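Quantitative HTS: titrated library compounds versus trypanosomal pyruvate kinase in TEA buffer (pH 7.2) containing KCl, MgCl2, BSA and Tween-20. Reactions were initiated with ADP, 130 uM final. Kinase-Glo Plus luminescence was read after 45 min at RT.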
AMA1-RON2 inh: qHTS for Inhibitors of AMA1-RON; Towards Development of Antimalarial Drug Lead: Primary Screen. Potency, µM (series often up to 58.2 µM), for the others: top-dose activity change, negative = inhibition, usual class: inhibitors. Plasmodium falciparum AMA1 (3D7) - RON2 peptide interaction. AID 720542, 2013. 360,000 compounds, 0.2% hits. AlphaScreen AMA1-biotinylated RON2 peptide binding;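 further: potency means the concentration at half of the fitted maximal effect; 0% = vehicle wells and -100% = peptide control; nearly all actives have a fitted effect of over 45% in size; some results filed as inactive show a strong effect at the top dose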
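AMA1 (3D7) with his tag at 25 nM final met compounds first, then biotinylated RON2 peptide at 25 nM; detection used donor plus acceptor beads, 10 µg/mL apiece, read by AlphaScreen after 30 min at room temperature.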
An asterisk follows results filed as active; [ ] = remark or other dose. Unless noted, the call rests on the fitted dose curve; in most records, active means well fitted curve in the direction sought with a large enough effect; inconclusive means small, poorly fitted or top-dose-only effect, or another doubt; inactive means no such curve, though single readings can be large; an effect the other way counts as inactive or inconclusive. Unless noted, on the % scale 0 is the no-effect control and ±100 the full control effect. This is a random part of the collection; about 7.4% have a hit in one of these screens.

How did CCOc1ccc(CN(CCO)CCO)cc1C(=O)OC do in these assays?
AmpC inh detg: inconclusive; AmpC no deterg: -6%; Sm TGR block: 3%; HCMV inh: 30; LmPK inhibitor: -4%; TbPYK inhibitor: 2%; AMA1-RON2 inh: 3%

How did CC1CCCC(NC(=S)Nc2ccc(SC(F)F)cc2)C1C (stereo not given) do in these assays?
AmpC inh detg: 4%; AmpC no deterg: -40%; Sm TGR block: 1%; HCMV inh: inconclusive; LmPK inhibitor: 5%; TbPYK inhibitor: -7%; AMA1-RON2 inh: 19%

What do the screens show for `COC(=O)c1sc(NC(=O)c2c(F)cccc2F)c(C#N)c1C`?
AmpC inh detg: 0%; AmpC no deterg: -15%; Sm TGR block: 3%; HCMV inh: 5; LmPK inhibitor: 2%; TbPYK inhibitor: 1%; AMA1-RON2 inh: -6%

What do the screens show for `O=C(CC1S/C(=N/N=C/C=C/c2ccccc2)NC1=O)Nc1ccc(C(=O)O)cc1` (stereo not given)?
AmpC inh detg: 4%; AmpC no deterg: -23%; Sm TGR block: 14%; HCMV inh: 8; LmPK inhibitor: -1%; TbPYK inhibitor: 6%; AMA1-RON2 inh: 50%[activator]

What do the screens show for `CC1=C(C(=O)N2CCOCC2)CC(CC(=O)NCc2cccs2)C(=O)N1Cc1ccc(F)cc1` (stereo not given)?
HCMV inh: 16; TbPYK inhibitor: 3%; AMA1-RON2 inh: 6%

How did Cc1ccc2nc(N3CCC(C(=O)O)CC3)nc(-c3ccccc3)c2c1 do in these assays?
AmpC inh detg: inconclusive; AmpC no deterg: -9%; Sm TGR block: -28%; HCMV inh: -11; LmPK inhibitor: 4%; TbPYK inhibitor: 1%; AMA1-RON2 inh: -11%

Results for NC(=O)c1oc2ccccc2c1NC(=O)c1ccccc1 ?
AmpC inh detg: -14%; AmpC no deterg: -24%; Sm TGR block: 1%; HCMV inh: -26; LmPK inhibitor: 0%; TbPYK inhibitor: -6%; AMA1-RON2 inh: -3%

What do the screens show for `Oc1ccc(COC2CCN(Cc3ccccc3)C2)c2cccnc12` (stereo not given)?
AmpC inh detg: inconclusive; AmpC no deterg: -4%; Sm TGR block: 45µM*

What do the screens show for `CC(C)NC(=S)NNc1ncnc2sc3c(c12)CC(C)(C)OC3`?
HCMV inh: 8; TbPYK inhibitor: -20%; AMA1-RON2 inh: 94%[activator]

What do the screens show for `COC(=O)c1c(NC(=O)c2ccoc2C)sc2c1CCC2`?
AmpC inh detg: 8%; AmpC no deterg: -10%; Sm TGR block: -4%; HCMV inh: -9; LmPK inhibitor: 12%; TbPYK inhibitor: -1%; AMA1-RON2 inh: -6%

What do the screens show for `Cc1cc(C)c(S(=O)(=O)NCC2CCC(C(=O)NCc3ccc4c(c3)OCO4)CC2)c(C)c1` (stereo not given)?
AmpC inh detg: 0%; AmpC no deterg: -5%; Sm TGR block: 11%; HCMV inh: -18; LmPK inhibitor: 2%; TbPYK inhibitor: 0%; AMA1-RON2 inh: 3%

How did COc1cccc(Cn2nc(SC)c(S(=O)(=O)c3ccccc3)c2N(C(C)=O)C(C)=O)c1 do in these assays?
AmpC inh detg: 12%; Sm TGR block: -33%; HCMV inh: -13; TbPYK inhibitor: 0%

What do the screens show for `Cn1c(N)c(C(=O)CSc2nnc(N)s2)c(=O)n(C)c1=O`?
AmpC no deterg: -8%; HCMV inh: 2; TbPYK inhibitor: 0%; AMA1-RON2 inh: -8%

Results for COc1cccc(/C=C2\SC(=S)N(N3C(=O)CCCC3=O)C2=O)c1 ?
AmpC inh detg: inconclusive; AmpC no deterg: 22%; Sm TGR block: 13%; HCMV inh: -30; LmPK inhibitor: -1%; TbPYK inhibitor: 0%; AMA1-RON2 inh: -24%

How did Cc1c(C(=O)C(=O)NCc2cccs2)c2ccccc2n1C do in these assays?
AmpC inh detg: -2%; AmpC no deterg: -14%; Sm TGR block: 1%; HCMV inh: inconclusive; LmPK inhibitor: 0%; TbPYK inhibitor: 6%; AMA1-RON2 inh: 6%

How did CCOc1ccc(C(=O)OCc2cc(=O)n3nc(C(C)C)sc3n2)cc1 do in these assays?
AmpC inh detg: 16%; Sm TGR block: 0%; HCMV inh: -12; TbPYK inhibitor: 1%

Results for CCCCOCCO ?
HCMV inh: 0; TbPYK inhibitor: 2%; AMA1-RON2 inh: -12%

Results for O=C(CCNC(=O)c1ccc(Br)cc1)NCc1cccnc1 ?
AmpC inh detg: 0%; AmpC no deterg: -3%; Sm TGR block: 0%; HCMV inh: -16; TbPYK inhibitor: -6%; AMA1-RON2 inh: -6%

What do the screens show for `Cc1ccc(C)n1-c1nnc(N2CCC(C(=O)NCCCN3CCN(C)CC3)CC2)s1`?
AmpC inh detg: inconclusive; AmpC no deterg: 19%; Sm TGR block: -21%; HCMV inh: -25; LmPK inhibitor: -7%; TbPYK inhibitor: -4%; AMA1-RON2 inh: 8%

How did Cc1ccc(/C=N/N2CCN(Cc3ccccc3)CC2)o1 do in these assays?
AmpC inh detg: 2%; AmpC no deterg: 10%; Sm TGR block: -21%; HCMV inh: 7; LmPK inhibitor: -2%; TbPYK inhibitor: -17%; AMA1-RON2 inh: -19%

How did CC(=O)c1ccc(N2CCN(C(=O)CCN3C(=S)NC(C)(C)CC3C)CC2)cc1 (stereo not given) do in these assays?
AmpC inh detg: 0%; AmpC no deterg: -1%; Sm TGR block: 1%; HCMV inh: -22; LmPK inhibitor: -5%; TbPYK inhibitor: -4%; AMA1-RON2 inh: -3%

How did O=C(/C=C/c1ccccc1)Nc1ccc(CN2CCOCC2)cc1 do in these assays?
AmpC inh detg: -14%; AmpC no deterg: -26%; Sm TGR block: -1%; HCMV inh: -27; LmPK inhibitor: -2%; TbPYK inhibitor: -8%; AMA1-RON2 inh: -3%

How did O=C(NCc1ccc2c(c1)OCO2)C1CCCN1C(=O)Nc1ccc(F)cc1 (stereo not given) do in these assays?
AmpC inh detg: inconclusive; AmpC no deterg: -16%; Sm TGR block: -20%; HCMV inh: 99; LmPK inhibitor: -2%; TbPYK inhibitor: 2%; AMA1-RON2 inh: 2%

How did O=C(CN1CCCCC1)N/N=C/c1ccc(Cl)cc1Cl do in these assays?
AmpC inh detg: -5%; AmpC no deterg: -6%; Sm TGR block: -15%; HCMV inh: 126; LmPK inhibitor: 5%; TbPYK inhibitor: 4%; AMA1-RON2 inh: -1%

By substructure: the entries above containing a COOH group (two)
What do the screens show for `O=C(CC1S/C(=N/N=C/C=C/c2ccccc2)NC1=O)Nc1ccc(C(=O)O)cc1` (stereo not given)?
AmpC inh detg: 4%; AmpC no deterg: -23%; Sm TGR block: 14%; HCMV inh: 8; LmPK inhibitor: -1%; TbPYK inhibitor: 6%; AMA1-RON2 inh: 50%[activator]

How did Cc1ccc2nc(N3CCC(C(=O)O)CC3)nc(-c3ccccc3)c2c1 do in these assays?
AmpC inh detg: inconclusive; AmpC no deterg: -9%; Sm TGR block: -28%; HCMV inh: -11; LmPK inhibitor: 4%; TbPYK inhibitor: 1%; AMA1-RON2 inh: -11%

Following part.
What do the screens show for `S=C1SC2(CCCCCC2)NC2=C1CCCCC2`?
HCMV inh: inconclusive; TbPYK inhibitor: -7%; AMA1-RON2 inh: 3%

What do the screens show for `O=C(Nc1ccc(Cl)cc1)c1ccc(-n2cccn2)c([N+](=O)[O-])c1`?
AmpC inh detg: -11%; AmpC no deterg: -41%; Sm TGR block: 0%; HCMV inh: 5; LmPK inhibitor: -3%; TbPYK inhibitor: 1%; AMA1-RON2 inh: 8%

How did C=C1c2cc(C)ccc2NC(=O)N1c1ccc(C)cc1 do in these assays?
AmpC inh detg: 5%; AmpC no deterg: -17%; Sm TGR block: -27%; HCMV inh: 47; LmPK inhibitor: 2%; TbPYK inhibitor: -7%; AMA1-RON2 inh: 2%

How did COCCCNC(=O)CCn1c(=O)c2ccccc2n(CC(=O)NCCc2ccc(OC)c(OC)c2)c1=O do in these assays?
AmpC inh detg: -1%; AmpC no deterg: 1%; Sm TGR block: 0%; HCMV inh: -33; LmPK inhibitor: -6%; TbPYK inhibitor: -2%; AMA1-RON2 inh: 221%[activator]

Results for CCOc1ccc(CC(=O)Nc2c(C(=O)c3ccccc3)oc3ccc(OC)cc23)cc1OCC ?
AmpC inh detg: -4%; Sm TGR block: 11%; HCMV inh: -9; TbPYK inhibitor: -6%

Results for CC(O)CNCCCOc1ccc(Cl)cc1C(C)(C)C (stereo not given) ?
AmpC inh detg: -2%; AmpC no deterg: 16%; Sm TGR block: 7%; HCMV inh: 1; LmPK inhibitor: -2%; TbPYK inhibitor: -8%; AMA1-RON2 inh: -16%

How did CCOc1ccc(NC(=S)N2CCN(c3ccc(N4CCOCC4)nn3)CC2)cc1 do in these assays?
AmpC inh detg: -6%; AmpC no deterg: 21%; Sm TGR block: -13%; HCMV inh: inconclusive; LmPK inhibitor: 0%; TbPYK inhibitor: -5%; AMA1-RON2 inh: -1%

How did CCN(CC)C(=O)C1CCCN(Cc2ccc(N(C)C)cc2)C1 (stereo not given) do in these assays?
AmpC inh detg: inconclusive; AmpC no deterg: -6%; Sm TGR block: 17%; HCMV inh: 19; LmPK inhibitor: 2%; TbPYK inhibitor: 48%[activator]; AMA1-RON2 inh: inconclusive

What do the screens show for `CC(=O)c1c(C)n(-c2ccc(C)cc2)c2ccc(O)cc12`?
AmpC inh detg: inconclusive; AmpC no deterg: -3%; Sm TGR block: 5%; HCMV inh: 14; LmPK inhibitor: -9%; TbPYK inhibitor: -8%; AMA1-RON2 inh: -8%

Results for Cc1ccc(CNC(=O)CN2C(=O)C3CCCCN3c3ccc(C(=O)N(C)C)cc32)cc1 (stereo not given) ?
AmpC inh detg: 16%; Sm TGR block: 0%; HCMV inh: 1; TbPYK inhibitor: 3%

How did Cc1ccc(-c2nn(CC(=O)NC(C)c3ccccc3)c(=O)c3ccccc23)cc1 (stereo not given) do in these assays?
AmpC inh detg: inconclusive; AmpC no deterg: -27%; Sm TGR block: -1%; HCMV inh: -19; LmPK inhibitor: 1%; TbPYK inhibitor: -2%; AMA1-RON2 inh: inconclusive

Screening results: PubChem BioAssay, National Center for Advancing Translational Sciences (NCATS)
